DSG3 Ab inh = inhibitors of pemphigus antibody binding to human desmoglein-3; DSG3-coupled beads, scFv-anti-DSG3-GFP binding, flow cytometry; hits give low values; hit rate 0.48% among 310,000; AID 588358; binding (percent of control), % at 10 µM; P32926;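 active = binding more than 3 SD below its plate's average and above zero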;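 also: hits lower antibody fragment binding to DSG3; some compounds called inactive have numbers as strong as hits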
E coli growth = reduces bacterial viability in AddAB counter-screen; E. coli V3065 growth, OD600 absorbance, 18 h; inhibition, % at 11.9 µM; hit rate 0.27% among 330,000; AID 449728;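 active = inhibition above the campaign's mean inhibition across all tested compounds plus 3 SD, cut at about 9.9% in these data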;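 also: uninfected addAB+ strain grown without phage in ampicillin broth; 0% = DMSO wells and 100% = ciprofloxacin 0.95 µg/ml wells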
HTR5A ag = HTR5A agonism, opioid heterodimer counter-screen. P47898. HTR5A agonist assay, luminescence, cell-based. activation, % at 9.3 µM. hit rate 0.61% among 340,000; in the data active = activation mostly above about 9.5%, no sharp cut-off; inactive = mostly below about 7.6%;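 also: 0% = cells with vehicle only and 100% = reference agonist; strong numbers were not always called active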
Target sequence (P47898 whole entry, looked up): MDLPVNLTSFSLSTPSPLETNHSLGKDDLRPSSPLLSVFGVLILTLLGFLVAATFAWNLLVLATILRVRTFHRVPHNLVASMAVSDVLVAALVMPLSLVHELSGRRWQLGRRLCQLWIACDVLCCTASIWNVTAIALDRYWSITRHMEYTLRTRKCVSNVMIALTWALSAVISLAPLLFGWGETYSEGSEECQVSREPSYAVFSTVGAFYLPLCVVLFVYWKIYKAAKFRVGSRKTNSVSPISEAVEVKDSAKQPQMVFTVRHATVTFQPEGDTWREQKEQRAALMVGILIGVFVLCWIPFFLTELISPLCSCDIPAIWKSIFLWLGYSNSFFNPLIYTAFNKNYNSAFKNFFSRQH
OPRM1-OPRD1 inv = inverse agonists of human mu-delta opioid receptor heterodimerization. cell-based MOR-DOR heterodimer luminescence, inverse agonism. AID 504357. P35372+P41143. inhibition, % at 9.3 µM. hit rate 0.21% among 340,000; in the data active = inhibition above about 22%, passing the limit was not always enough;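 also: 0% = cells with DMSO and 100% = wells without cells with DMSO; values of inactives mirror those of a sister screen read the other way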
HTR5A inv ag = inverse agonist of human HTR5A in OPRM1-OPRD1 counter-screen | HTR5A cell line, luminescence, inverse agonism | inhibition, % at 9.3 µM | hit rate 0.083% among 340,000; in the data active = inhibition mostly above about 23%, no sharp cut-off; inactive = mostly below about 18%;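 also: 0% = cells with DMSO and 100% = no-cell wells with DMSO; some compounds called inactive have numbers as strong as hits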
SUMO Mot1 rescue = SUMOylation pathway inhibition by Mot1-301 growth rescue; S. cerevisiae Mot1-301 growth rescue, ATP luminescence, 38.5C; percent above DMSO median, 100 means doubled; growth rescue, % at 18.8 µM; hit rate 1% among 320,000; AID 2716;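 active = every valid replicate shows activation above 250% relative to neutral control wells; inactive = the rest, any valid replicate at or below 250%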;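 also: OY570 slx delta 5 strain wells were the positive control but not used for scaling; some compounds called inactive have numbers as strong as hits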
AddAB inh = less growth of phage-infected E. coli with AddAB | E. coli expressing H. pylori AddAB, absorbance growth | inhibition, % at 11.9 µM | hit rate 0.29% among 330,000; in the data active = inhibition above about 12%;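 also: 0% = vehicle wells of infected cells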
PKA-R1A activ = activators of PKA-R1A complex; hit rate 0.083% among 340,000; activation, % at 11.4 µM; PKA-R1A dissociation, Cy5-IP20 fluorescence polarization; scaled: DMSO 0%, 113 µM cGMP 100%; P00514+P68181;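 active = percent activation above the mean of all tested compounds plus 3 SD, cut at about 19% in these data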;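 also: higher means more PKAc released from R1A so a rise in polarization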
phage Ecoli inh = E. coli growth loss with phage present; growth absorbance; hit rate 0.26% among 360,000; inhibition, % at 11.9 µM; in the data active = inhibition above about 11%
MOR-DOR ag = OPRM1-OPRD1 heterodimerization agonism | cells, luminescence | activation, % at 9.3 µM | hit rate 0.3% among 340,000; in the data active = activation above about 18%;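 also: 0% = vehicle-treated cells and 100% = reference agonist; values of inactives mirror those of a sister screen read the other way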
PfHsp90 set2 = growth inhibition of yeast expressing Plasmodium Hsp90; S. cerevisiae expressing PfHsp90, BacTiter-Glo ATP, 48 h; yeast lacking PDR1 and PDR3 efflux regulators; inhibition, % at 9.4 µM; hit rate 0.32% among 310,000; AID 504621;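 active = every replicate shows inhibition above about 80%, whatever the replicate mean, limit read from the data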;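 also: 0% = DMSO neutral controls and 100% = 20 µM radicicol positive controls; yeast relying on Plasmodium falciparum Hsp90 in place of its own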
* hit, by the source's call; i = inactive; / = not tested or not shown.

SMILES	DSG3 Ab inh	E coli growth	HTR5A ag	OPRM1-OPRD1 inv	HTR5A inv ag	SUMO Mot1 rescue	AddAB inh	PKA-R1A activ	phage Ecoli inh	MOR-DOR ag	PfHsp90 set2
Cc1nc(-c2ccccc2)nc2[nH]c(-c3ccccc3)cc(=O)c12	109	0.0	8	8	-42	-8	-1.6	-3	2.2	-1.5	-15
Cc1cc(C)nc(NS(=O)(=O)c2ccc(N3C(=O)c4ccccc4C3=O)cc2)n1	93	2.2	3	20	-1	-29	6.5	-14	0.6	-3.9	5
CC(C)CCNc1nc2ccccc2nc1NS(=O)(=O)c1cccs1	86	-1.0	1	4	-4	-1	-2.2	-3	-1.1	-0.7	14
O=C(OCC1OC(n2ncc(=O)[nH]c2=O)C(OC(=O)c2ccccc2)C1OC(=O)c1ccccc1)c1ccccc1 (centres undefined)	101	-2.5	9	-5	-11	-7	1.0	-7	1.2	0.9	-23
O=C(CN1C(=O)C2C3C=CC(C3)C2C1=O)Nc1ccc2nccnc2c1 (centres undefined)	99	-1.3	7	15	-19	-7	-2.0	-8	-1.5	-3.0	-10
CCOC(=O)c1ccc(-c2ccc(/C=N/NC(=O)c3cncc(Br)c3)o2)cc1	75*	-0.5	/	/	/	12	0.6	/	3.1	/	/
CCC(CC)c1nnc(NC(=O)C2CSC3(C)CCC(=O)N23)s1 (centres undefined)	96	-0.7	1	-5	-1	-2	-1.2	-7	2.1	0.7	7
NC(=O)c1cccc([N+](=O)[O-])c1	103	0.3	0	14	-1	0	2.2	-1	3.2	-2.6	-1
CSc1ccc(C(=O)NCC(=O)O)cc1[N+](=O)[O-]	98	-1.7	5	14	-15	2	0.9	-12	1.7	-2.5	8
Cn1nc(C(F)(F)F)c(/C=N/OC(=O)c2ccccc2Cl)c1SCc1ccccc1Cl	97	-1.3	1	8	9	-5	1.6	-7	0.2	-1.7	2
C/C(=C\c1ccccc1)C(=O)NC1CCSC1=O (centres undefined)	109	-1.6	-1	-3	-3	1	-0.2	-5	2.3	0.6	27
CC(C)CN(C(=O)CCNC(=O)c1ccc([N+](=O)[O-])cc1)C1CCS(=O)(=O)C1 (centres undefined)	93	-0.4	-2	1	6	-18	0.8	1	2.9	-0.2	/
CNC(=O)COC(=O)c1ccc(OCC(=O)Nc2ccccc2OC)c(OC)c1	98	0.5	0	10	1	-1	4.7	22*	4.1	-1.9	-3
COc1ccc(-c2cc3ccc(OCc4nn[nH]n4)cc3oc2=O)cc1	100	-0.7	-3	13	-10	i	0.3	0	1.6	-2.9	-13
O=C(c1ccccc1F)N1CCN(c2ccc([N+](=O)[O-])c(NCc3cccnc3)c2)CC1	98	-1.4	/	/	/	2	-0.1	/	1.8	/	/
CN(CCOC(=O)c1cccc(F)c1)Cc1ccccc1	91	-2.2	5	-11	-13	-14	5.0	-3	3.3	1.6	5
CCOC(=O)C(=Cc1ccc(OCc2ccc([N+](=O)[O-])cc2)c(OC)c1)C(=O)OCC	99	-0.9	-1	-18	14	-4	0.5	-11	0.6	3.1	22
OCC1(CCOc2ccccc2)CCN(Cc2ccccc2OC(F)F)CC1	101	1.3	-5	-45	-15	-17	-0.7	-6	0.9	9.0	-3
COc1cccc(CNC(=O)CCS(=O)(=O)c2cccc3nsnc23)c1	/	-1.6	-7	7	17	-5	-0.4	-5	2.5	-1.2	/
O=[N+]([O-])c1ccc(Sc2n[nH]c(-c3ccccc3)n2)nc1	99	2.8	3	-6	-7	5	-0.4	-8	2.2	1.0	-41
O=C(Oc1ccc(C(=S)N2CCCCC2)cc1)c1ccccc1	93	0.0	/	/	/	45	2.5	/	2.8	/	-9
COc1nn(CC(=O)N2N=C(C)CC2(O)C(F)(F)F)cc1[N+](=O)[O-] (centres undefined)	96	-0.7	2	16	-11	8	0.2	-1	1.2	-3.5	/
O=C(NCCN1CCCC1)C1CC(=O)N(C2CCCCC2)C1 (centres undefined)	104	-2.4	-7	16	19	-14	-0.3	-12	0.0	-2.9	7
C=C1c2ccccc2S(=O)(=O)N(Cc2ccccc2)C1COCc1ccccc1 (centres undefined)	108	2.6	0	8	2	5	2.1	0	0.5	-1.4	/
COc1cc2c(cc1NC(=O)C(C)Sc1cccc[n+]1[O-])oc1ccccc12 (centres undefined)	97	-1.6	0	2	-14	17	1.8	6	1.8	-0.4	-9
SMILES	DSG3 Ab inh	E coli growth	HTR5A ag	OPRM1-OPRD1 inv	HTR5A inv ag	SUMO Mot1 rescue	AddAB inh	PKA-R1A activ	phage Ecoli inh	MOR-DOR ag	PfHsp90 set2
CCOC(=O)C1CCN(C(=O)c2cc3cc4cc(OC)ccc4nc3o2)CC1	95	-0.4	0	5	21	-3	-0.4	-13	2.6	-1.0	-24
CCc1cc2c(-c3ccccc3)cc(=O)oc2cc1OC(C)C(C)=O (centres undefined)	117	-1.7	-1	-21	6	21	3.3	-1	0.2	4.1	-14
CCOC(=O)Cn1c(=O)oc2cc(S(=O)(=O)NCCC(C)C)ccc21	102	-1.3	-2	6	6	9	-0.6	-1	-0.4	-1.2	3
O=C(c1ccc(-n2cncn2)c([N+](=O)[O-])c1)N1CCN(S(=O)(=O)c2c(F)cccc2F)CC1	107	0.7	0	-3	25	-4	1.0	-17	4.3	0.4	11
CC(C)N(Cc1cc2ccccc2[nH]c1=O)C(=O)c1cccc([N+](=O)[O-])c1	86	0.7	0	12	0	77	1.6	3	1.2	-2.5	22
O=C(Nc1ccc2c(c1)OCCO2)C1CCCN1C(=O)Nc1ccccc1 (centres undefined)	98	0.4	-2	-1	4	-8	1.9	-15	2.2	0.1	-30
Cc1sc2nc(CN(C(=O)NC3CCCCC3)C3CCCC3)[nH]c(=O)c2c1C	126	-0.9	2	14	5	2	2.3	-6	0.9	-2.9	1
CCOC(=O)N1CCN(C(=O)c2ccc(Cl)c(S(=O)(=O)Nc3ccccc3)c2)CC1	100	-0.5	-5	2	15	i	2.2	-10	-0.7	-0.3	0
O=C(N/N=C/C(Cl)=C/c1ccccc1)c1ccc2c(c1)OCO2	/	-0.2	1	8	-3	23	2.8	0	2.1	-2.1	-4
CCCc1nnc(SCC(=O)N2CCCC(C)C2)n1CCCOC (centres undefined)	96	1.9	0	10	-8	-2	-1.0	-4	3.0	-1.7	0
CC(=O)CCCC(NS(=O)(=O)CCC(Cl)(Cl)Cl)c1ccccc1 (centres undefined)	105	1.3	0	10	0	8	1.8	-6	-1.1	-1.6	-14
Cc1cc2c(cc(C(=O)OCC(=O)NC3CCCCC3)n2C)o1	94	/	-1	-1	2	/	/	1	-0.1	0.2	9
CCC12CN3CCN(CC(C3)/C1=N\NC(=O)c1ccc(C(C)(C)C)cc1)C2	116	0.4	2	2	-1	0	1.1	-2	4.8	-0.4	-28
CC(C)Cn1c2c(c(=O)[nH]c1=O)C(C(F)(F)F)(C(F)(F)F)N=C(CCC1CCCCC1)N2	97	1.5	-2	-26	6	343	7.0	-8	1.2	4.3	-8
CC(=O)N1N=C2c3ccccc3CCC2C1c1ccc(F)cc1 (centres undefined)	104	1.9	/	/	/	21	4.5	/	1.0	/	/
COc1ccc(CC(=O)Nc2cc(C)ccn2)cc1	101	-2.7	0	-9	0	2	0.9	1	1.5	1.5	1
Cc1nn(-c2ccc(Cl)c(Cl)c2Cl)c(=O)c2ccccc12	103	0.6	-6	-6	13	-20	1.8	-1	0.8	1.3	/
Cc1ccc(NC(=O)Cn2cc(S(=O)(=O)c3ccc(C)cc3)c(=O)c3cc(F)ccc32)cc1	103	-1.2	-3	14	7	-9	3.9	4	2.0	-2.7	-8
NC(=O)C1CCCN(C(=O)c2ccc(-c3cccc(Cl)c3Cl)o2)C1 (centres undefined)	101	/	1	2	-3	/	/	-9	5.6	-0.2	11
Nc1ccc(C(=O)N/N=C/c2c[nH]c3ccccc23)cc1	89	-1.0	1	11	-4	-1	-0.2	0	0.5	-2.5	32
Cc1ccc(CSCCNC(=O)CN(c2ccccc2)S(C)(=O)=O)cc1	101	-1.5	-3	-6	7	-9	-0.5	1	3.5	1.1	-3
CC1(C)CC(=O)C2=C(C1)Oc1ncn3nc(-c4cccnc4)nc3c1C2c1ccccc1 (centres undefined)	102	/	-5	12	0	/	/	2	0.6	-2.0	-6
CCS(=O)(=O)N1CCC(C(=O)NCCc2ccccc2)CC1	98	-1.8	-4	3	4	-2	0.6	-3	0.1	-0.5	4
Cc1ccccc1/C=N/NC(=O)Cc1ccc(Cl)cc1	98	-0.3	0	-37	-1	-1	-1.8	-13	4.2	7.1	37
CCOc1cc(S(=O)(=O)N2CCC(c3nc4ccccc4s3)CC2)c(OCC)cc1S(=O)(=O)N1CCCCC1	98	-0.6	1	0	-6	3	0.2	0	-1.1	0.0	19
SMILES	DSG3 Ab inh	E coli growth	HTR5A ag	OPRM1-OPRD1 inv	HTR5A inv ag	SUMO Mot1 rescue	AddAB inh	PKA-R1A activ	phage Ecoli inh	MOR-DOR ag	PfHsp90 set2
COc1nc2ccccc2nc1N1CCN(Cc2ccc3c(c2)OCO3)CC1	90	/	2	-5	-7	/	/	0	2.6	0.9	-4
CCC(=O)N1N=C(c2ccc(NS(C)(=O)=O)cc2)CC1c1ccc(C)cc1 (centres undefined)	102	-1.5	-2	6	8	-4	-0.1	12	4.6	-1.1	11
O=C1CC(N2CCSCC2)C(=O)N1CCc1ccccc1 (centres undefined)	100	-1.4	-4	5	-31	-5	-0.9	5	0.9	-0.9	9
CCOc1cc(/C=C2/NC(=S)NC2=O)ccc1OCc1ccc([N+](=O)[O-])cc1	98	2.4	-11	-30	25	-3	3.0	-12	1.0	6.1	/
COc1ccccc1N(CC(=O)N(C)Cc1ccccc1)S(=O)(=O)c1cccs1	103	-3.2	3	7	-14	53	1.5	4	1.0	-1.8	38
Cn1c(Cc2ccccc2)n[nH]c1=S	95	0.6	4	4	-4	173	1.6	5	1.9	-0.8	-5
Cc1nnc(NC(=O)C2COc3ccccc3O2)s1 (centres undefined)	101	-1.3	2	5	8	30	2.1	-7	2.3	-0.9	/
CCS(=O)(=O)N1CCCC(C(=O)NCc2ccc(C)cc2)C1 (centres undefined)	95	0.7	-1	4	-6	2	0.7	1	1.9	-0.7	-2
Cc1ccc2[nH]c3c(c2c1)CN(C)CC3	111	0.9	1	1	-12	46	1.8	-3	5.8	-0.2	19
CCCCC(=O)Nc1ccc(C(=O)NCCN2CCOCC2)cc1	121	-1.2	0	-12	12	-17	1.3	-5	2.4	2.2	2
CN(C)C(=O)COc1ccc(C(=O)/C=C/c2cccnc2)cc1	95	-0.8	1	-5	-2	-1	1.9	0	-0.6	0.7	7
Cc1ccc(C(=O)Nc2c(C)cc(-c3ccccc3)oc2=O)cc1	102	-2.4	2	14	16	6	0.2	-3	3.8	-2.9	6

Record cards (already shown). Values in the order: DSG3 Ab inh, E coli growth, HTR5A ag, OPRM1-OPRD1 inv, HTR5A inv ag, SUMO Mot1 rescue, AddAB inh, PKA-R1A activ, phage Ecoli inh, MOR-DOR ag, PfHsp90 set2
Entry for COc1nc2ccccc2nc1N1CCN(Cc2ccc3c(c2)OCO3)CC1 : 90, /, 2, -5, -7, /, /, 0, 2.6, 0.9, -4
Entry for Cc1ccc2[nH]c3c(c2c1)CN(C)CC3 : 111, 0.9, 1, 1, -12, 46, 1.8, -3, 5.8, -0.2, 19
Entry for Cn1c(Cc2ccccc2)n[nH]c1=S : 95, 0.6, 4, 4, -4, 173, 1.6, 5, 1.9, -0.8, -5
